Bioassay records from PubChem BioAssay.
Rhodamine fluor: compound autofluorescence in rhodamine spectral region | 59,000 compounds, 0.05% hits | Rhodamine-region fluorescence, 547/598 nm, Tris buffer; hits give high values | max dye-equivalent concentration, M | AID 594; in the data active = max dye-equivalent concentration above about 11 nM; inconclusive = between about 1.1 nM and that limit
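qHTS spectral profiling of compounds without any target or enzyme present, in pH 8.0 Tris buffer; plates were read after a 15-minute room-temperature incubation using the rhodamine-region filter set.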
HADH2 inhib: HADH2 (human) dehydrogenase inhibition | Q99714 | recombinant HADH2, NADH fluorescence, beta-hydroxybutyryl-CoA | Potency, µM (top dose mostly 57.1 µM), inactives show top-dose activity change, negative = inhibition, hits mostly inhibitors | 73,000 compounds, 3.4% hits; note: potency is the fitted concentration of half-maximal effect; % is set by controls: 0 for no effect and ±100 for the full control effect; nearly all actives have a fitted effect of over 60% in size; many of its hits are not listed in these tables
Target sequence (Q99714 whole entry, looked up, one chain of several): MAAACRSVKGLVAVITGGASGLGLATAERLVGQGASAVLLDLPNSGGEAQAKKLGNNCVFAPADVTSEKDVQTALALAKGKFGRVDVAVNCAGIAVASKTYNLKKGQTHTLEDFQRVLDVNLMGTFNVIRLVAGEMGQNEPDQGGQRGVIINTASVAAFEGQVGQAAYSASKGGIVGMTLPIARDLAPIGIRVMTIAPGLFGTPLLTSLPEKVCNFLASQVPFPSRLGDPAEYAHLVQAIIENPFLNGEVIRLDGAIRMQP
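His-tagged recombinant enzyme from E. coli, 20 nM, preincubated 15 min RT with compound; reaction started with 1 mM NAD+ and 90 uM beta-hydroxybutyryl-CoA in 100 mM Tris-HCl pH 9.0. NADH fluorescence (ex 360/em 450) read over 4 min; last-minus-first difference.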
Tau filament bind: binds recombinant human tau filaments | Potency, µM (doses to about 57.1 µM), for inactives: at the highest dose activity change, negative = inhibition | AID 596 | recombinant tau filaments, thioflavin S fluorescence, 15 h; filaments grown with octadecylsulfate alongside compound | 71,000 compounds, 2% hits | P10636;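 note: potency is the fitted concentration of half-maximal effect; % is set by controls: 0 for no effect and ±100 for the full control effect; actives lower thioflavin S fluorescence by blocking filaments or displacing dye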
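Recombinant tau protein (human, 1 uM final) plus 30 uM ODS in HEPES pH 7.4 with NaCl, DTT and thioflavine S. Compound present from the start; fluorescence at 510 nm after 15 h, 37 C.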
CRE-bla Fsk: CRE-bla signaling modulation under forskolin stimulation | CHO CRE-bla reporter (cAMP response element driving beta-lactamase), forskolin EC10, beta-lactamase ratio | Potency, µM (series often up to 38.2 µM), for the others: top-dose activity change, negative = inhibition, usual class: activators | 71,000 compounds, 2.5% hits | AID 662; active = well fitted activation curve with a large enough effect in the signal ratio, with a control signal flat, not every such curve was filed as active; inconclusive = small, poorly fitted or top-dose-only effect, or effect the other way, or a change in a side signal; the % refers to the signal ratio; note: potency is the fitted concentration of half-maximal effect; % of control where 0% means no effect
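AC50 values, positive or negative, reflect shifts in EC10 NKH 477-induced CRE-bla reporter activity in CHO cells. Incubation lasted 3 h at 37 °C before CCF4 substrate (2 h, room temperature) and ratiometric 460/530 nm reading.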
DNA Pol III inh: DNA polymerase III holoenzyme inhibition; reconstituted DNA polymerase III holoenzyme replication, biochemical; Potency, µM (titrated, usually from 57.1 µM), for the others: at the top dose activity change, negative = inhibition; 71,000 compounds, 0.25% hits; note: potency is the fitted concentration of half-maximal effect; % is set by controls: 0 for no effect and ±100 for the full control effect
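Reconstituted *E. coli* holoenzyme (0.35 nM Pol III, 1 nM beta, 154 nM SSB, 2 nM primase) was preincubated with compound for 15 min at RT. Synthesis on 1.4 nM ssM13Gori ran 35 min, then was stopped with PicoGreen/EDTA and read as dsDNA fluorescence.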
ERK AVP block: vasopressin-driven ERK pathway inhibition; HEK293-V1b, vasopressin-stimulated pERK AlphaScreen; Potency, µM (top dose mostly 57.5 µM), for the others: at the highest dose activity, negative = inhibition, most hits filed as inhibitors; 72,000 compounds, 0.99% hits; note: potency is the fitted concentration of half-maximal effect; % is set by controls: 0 for no effect and ±100 for the full control effect; nearly all actives have a fitted effect of over 55% in size
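HEK293 cells stably expressing V1b receptor, preincubated 30 min at 37 °C with compound, then stimulated 5 min with 25 nM vasopressin. Phospho-ERK by AlphaScreen SureFire after 5 h RT; normalized to DMSO and vasopressin; AC50 by Hill fit.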
Luciferase inh: inhibitors of firefly luciferase | P08659 | purified firefly luciferase, luminescence, 8 min | Potency, µM (highest dose often 57.1 µM), inactives show at the top dose activity change, negative = inhibition, hits mostly inhibitors | 72,000 compounds, 2.2% hits; note: potency is the fitted concentration of half-maximal effect; % is set by controls: 0 for no effect and ±100 for the full control effect; nearly all actives have a fitted effect of over 40% in size
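Firefly luciferase (PKLight detection mix) with 10 uM ATP in pH 7.2 imidazole buffer (KCl, MgCl2, Tween 20, BSA). Compounds tested across a concentration series (qHTS). Luminescence read after 8 min at ambient temperature.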
ALOX15 inhib: blocks human 15-lipoxygenase activity; P16050; purified 15hLO-1, xylenol orange hydroperoxide absorbance; Potency, µM (top dose mostly 57.1 µM), without a hit: at the top dose activity change, negative = inhibition, hits mostly inhibitors; 74,000 compounds, 1.4% hits; note: potency is the fitted concentration of half-maximal effect; % is set by controls: 0 for no effect and ±100 for the full control effect; nearly all actives have a fitted effect of over 55% in size
Target sequence (P16050 whole entry, looked up): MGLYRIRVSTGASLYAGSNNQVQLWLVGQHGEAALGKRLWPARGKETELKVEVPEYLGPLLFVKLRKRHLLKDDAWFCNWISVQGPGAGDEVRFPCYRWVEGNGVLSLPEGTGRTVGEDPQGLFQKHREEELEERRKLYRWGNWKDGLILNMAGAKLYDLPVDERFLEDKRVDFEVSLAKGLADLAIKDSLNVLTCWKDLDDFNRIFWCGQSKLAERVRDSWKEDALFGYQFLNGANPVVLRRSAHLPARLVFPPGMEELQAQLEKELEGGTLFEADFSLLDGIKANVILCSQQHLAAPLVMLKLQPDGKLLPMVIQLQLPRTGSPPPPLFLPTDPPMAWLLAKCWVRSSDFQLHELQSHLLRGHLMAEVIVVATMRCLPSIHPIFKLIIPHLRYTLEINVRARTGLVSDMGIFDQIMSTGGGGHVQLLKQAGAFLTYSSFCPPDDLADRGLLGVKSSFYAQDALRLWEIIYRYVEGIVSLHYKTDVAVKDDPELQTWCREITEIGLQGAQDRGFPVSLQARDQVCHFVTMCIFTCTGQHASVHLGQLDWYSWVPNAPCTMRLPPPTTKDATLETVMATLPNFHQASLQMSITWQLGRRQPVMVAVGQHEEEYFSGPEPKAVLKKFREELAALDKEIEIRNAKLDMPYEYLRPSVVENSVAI
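Inhibition is scored from a chromogenic endpoint. After 15 min enzyme-compound contact, arachidonic acid (50 uM final) reacts 6 min with 40 nM 15hLO-1 at room temperature, then Fe-XO reagent is added for 30 min and absorbance ratio recorded.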
HBB splice mod: alters splicing of the hemoglobin beta chain | AID 925 | 65,000 compounds, 0.06% hits | HBB splicing reporter cell assay, activation; EGFP reporter with mutant IVS2-654 intron; response scale: normalised to 500 nM splice-correcting PNA | Potency, µM (doses to about 46.1 µM), for inactives: at the top dose activation, usual class: activators; note: potency is the fitted concentration of half-maximal effect; 0% is about no effect
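Compounds were applied for 2 days to HeLa EGFP-654 cells, 500/well in Optimem with 2% FCS. The reporter's EGFP is disrupted by mis-splicing of beta-globin intron IVS2-654. Readout: summed well GFP fluorescence from 488 nm laser scanning; reference was 500 nM antisense […] 654 PNA.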
Hsp90 Hop PPI: changes Hsp90-Hop TPR2A binding signal, up or down; AlphaScreen TPR2A-His6 binding biotin-Hsp90 C-terminal peptide; 71,000 compounds, 0.44% hits; Potency, µM (doses to about 57 µM), without a hit: top-dose activity change, negative = inhibition; active = well fitted curve in either direction with a large enough effect; inconclusive = small, poorly fitted or top-dose-only effect, or another doubt; note: potency is the fitted concentration of half-maximal effect; % is set by controls: 0 for no effect and ±100 for the full control effect; many of its hits are not listed in these tables
Texas Red fluor: compound fluoresces in the Texas Red spectral region | Compound fluorescence, Texas Red channel, 547/618 nm; hits give high values | max dye-equivalent concentration, M | 59,000 compounds, 0.06% hits; in the data active = max dye-equivalent concentration above about 10 nM; inconclusive = between about 1.1 nM and that limit
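Dye-equivalent concentrations come from scaling compound signal (ex 547, em 618 nm) to six Texas Red standard concentrations run on every plate, after 15 min room-temperature incubation in pH 8.0 Tris (100 mM).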
The depositor's hits bear a star; i = inactive; ? = inconclusive; · = no result given; [ ] = another dose, or the depositor's remark. Unless noted, calls come from the whole dose curve; as a rule, active = well fitted curve in the direction sought with a large enough effect; inconclusive = small, poorly fitted or top-dose-only effect, or another doubt; inactive = no such curve, though single readings can be large; an effect the other way counts as inactive or inconclusive.

SMILES	Rhodamine fluor	HADH2 inhib	Tau filament bind	CRE-bla Fsk	DNA Pol III inh	ERK AVP block	Luciferase inh	ALOX15 inhib	HBB splice mod	Hsp90 Hop PPI	Texas Red fluor
C=CCn1nnc2sc3c(c2c1=O)CCC(C)C3 (stereo not given)	i	-1%	-16%	?	-3%	4%	-2%	-12%	-0.8%	-3%	i
O=C(Oc1ccc(Cl)c2cccnc12)N1CCCCC1	i	-7%	-7%	8%	-4%	15%	-6%	-3%	·	2%	?
CC(C)C(c1nnnn1Cc1ccc(F)cc1)N1CCN(Cc2ccc3c(c2)OCO3)CC1 (stereo not given)	i	-2%	-11%	-17%	1%	4%	1%	-2%	0.0%	-1%	?
Cc1ccc(-n2c(C)cc(C(=O)OCC(=O)N(C)C3CCS(=O)(=O)C3)c2C)cc1 (stereo not given)	i	2%	2%	19%	0%	19%	-5%	-6%	0.2%[57.5 µM]	-4%	i
Cc1onc(-c2ccccc2)c1C(N)=O	i	-9%	-3%	2%	-1%	-22%	1%	-6%	·	-1%	i
Cc1ccc(S(=O)(=O)N2CCOCC(=O)NCCOCCNC(=O)COCC2)cc1	i	4%	-4%	0%	-6%	4%	1%	1%	·	1%	i
O=C(COc1ccc(S(=O)(=O)N2CCc3ccccc32)cc1Cl)NCc1ccccn1	i	-24%	10%	?	1%	?	0%	?	-0.7%	-9%	i
O=C(NCCN1C(=O)C2C3C=CC(C3)C2C1=O)Nc1ccccc1O (stereo not given)	·	12%	-2%	-2%	-2%	0%	?	3%	0.0%	-3%[2.3 µM]	·
Cc1ccc(C(=O)Nc2nncs2)cc1S(=O)(=O)N1CCOCC1	i	?	-6%	4%	-6%	-7%	-4%	1%	0.9%	-2%	?
Cc1ccc2c(CSc3nnc(C4CC4)n3N)cc(=O)oc2c1C	i	-2%	?	?	-15%	17%	-3%	-9%	1.6%[57.5 µM]	?	i
O=C(COC(=O)c1cc(=O)[nH]c2ccccc12)NC(=O)NC1CCCCC1	i	7%	-12%	?	-1%	?	-2%	-13%	-0.5%	-6%	i
CCOC(=O)Cc1csc(NC(=O)c2ccc(S(=O)(=O)N3CCCC3)cc2)n1	i	-2%	-14%	?	4%	?	-1%	-1%	-1.0%	-1%	i
Cc1nc2ccc(S(=O)(=O)N(C)CC(=O)N3CCc4ccccc4C3)cc2s1	i	-3%	6%	21%	-8%	-10%	1%	-6%	-5.4%	2%	i
COc1ccc(C(=O)N2CCN(c3nnnn3-c3ccccc3)CC2)cc1OC	i	7%	6%	14%	-4%	-15%	-1%	-1%	4.3%	0%	i
COc1ccc(Nc2cc(C)nc(N3CCOCC3)n2)cc1	i	-5%	3%	4µM*	-4%	?	-3%	-9%	3.1%[0.369 µM]	-12%	i
COC(=O)C(C)Sc1nc2c(c(=O)[nH]c(=O)n2C)n1CCCc1ccccc1 (stereo not given)	i	5%	-3%	?	-4%	7%	-1%	-14%	·	-1%	i
COc1cc(-c2nnc(CSc3nnc4nc(C)cc(C)n34)o2)cc(OC)c1OC	i	3%	-6%	?	-7%	-11%	-1%	6%	0.1%[57.5 µM]	-5%	?
Cc1nnc(NC(=O)c2ccc(S(=O)(=O)N3CCCCCC3)cc2)o1	i	6%	5%	-3%	-1%	16%	0%	34%[activator]	-0.4%	?	i
Cc1ccc(S(=O)(=O)Nc2cc(=O)[nH]c3c2CCC3)cc1	i	12%[11.4 µM]	-2%[11.4 µM]	-5%[7.6 µM]	-12%[11.4 µM]	9%[11.5 µM]	3%[11.4 µM]	-4%[11.4 µM]	3.2%[9.22 µM]	-6%[11 µM]	i
O=C(Nc1ccc2c(c1)OCCO2)C1CCCN(S(=O)(=O)c2cccs2)C1 (stereo not given)	i	4%	-3%	?	1%	?	-3%	-5%	0.5%	-2%	i
CCOc1nc(OCC)nc(-n2cc(-c3ccccc3)nn2)n1	i	5%	12%	22%	2%	21%	1%	2%	0.0%	-2%	i
COc1ccc(-n2c(=O)cc(N3CCN(Cc4ccccc4)CC3)[nH]c2=O)cc1	·	?	-2%	-10%	-3%	·	-1%	4%	0.6%	-3%	·
COc1ccc(N2C(=O)CCC(C(=O)N3CCCCC3)C2c2ccc(OC)c(OC)c2)cc1 (stereo not given)	i	7%	14%	2%	1%	8%	1%	26%	-0.8%	-4%	i
O=C(c1cn(-c2ccccc2)nc1-c1ccc(Cl)s1)N1CCOCC1	i	56%[activator]	4%	-13%	-1%	-20%	-15%	0%	-0.6%	-3%	i
Cc1cc(NCCN2CCOCC2)n2nc(C)c(-c3ccc(Cl)cc3)c2n1	i	29%	6%	1.3µM*	1%	-6%	0%	-10%	1.8%[1.84 µM]	1%	i
c1cncc(CSc2ncnc3nc[nH]c23)c1	i	10%[11.4 µM]	14%[11.4 µM]	-2%[7.6 µM]	-1%[11.4 µM]	0%[11.5 µM]	1%[11.4 µM]	10%[11.4 µM]	2.6%[9.22 µM]	-2%[11 µM]	i
O=C1c2cccnc2C(Nc2ccc(S(=O)(=O)N3CCCCCC3)cc2)N1Cc1ccccc1 (stereo not given)	i	-2%	7%	?	2%	-5%	-2%	-10%	-1.7%	-1%	i
N#CC1=C(N)Oc2c(oc(CO)cc2=O)C1c1ccsc1 (stereo not given)	i	-5%	7%	-4%	0%	-1%	3%	?	·	-1%	i
Cc1nnc(NC2CCCCC2)[nH]c1=O	i	4%	-8%	-5%	-4%	-10%	5%	8%	-1.6%	-2%	i
Cc1cc(CNC(=O)c2cc(Br)ccc2Cl)nn1C	i	-5%	-8%	3%	1%	-19%	2%	1%	-3.4%	-2%	?
O=C(Cn1c(C(=O)N2CCc3ccccc3C2)cc2sccc21)c1ccccc1	i	33%[activator]	3%	?	-4%	-12%	-2%	-16%	·	-2%	i
Cn1c(C(=O)N2CCCC(C(=O)NCCN3CCOCC3)C2)cc2sccc21 (stereo not given)	i	4%	-1%	2%	2%	-12%	2%	1%	-0.7%	-4%	i
C=C(C)c1cccc(C(C)(C)NC(=O)N2CCN(c3ncccn3)CC2)c1	i	3%	4%	1%	-4%	-10%	2%	7%	-0.9%	-2%	i
CCN1CCN(C(=O)Cn2ncc3c2-c2ccccc2OC3)CC1	·	4%	7%	-4%	5%	1%	-4%	-1%	0.7%	-7%	·
CN(C)CCC(=O)c1ccc(Cl)cc1	i	?	3%	-2%	-8%	-19%	0%	-10%	0.0%	-3%	?
CCOC(=O)c1cccc(S(=O)(=O)N(CCO)Cc2cc3cc(OC)ccc3[nH]c2=O)c1	i	24%	7%	-1%	-4%	-28%	1%	-5%	·	-1%	i
O=C1C=C[C@@H](O)[C@@H]2[C@H]3C(=O)N(c4ccc(F)cc4F)C(=O)[C@@H]3CC[C@@H]12	·	-2%[11.4 µM]	·	·	·	11%[11.5 µM]	1%[11.4 µM]	-2%[11.4 µM]	1.1%[9.22 µM]	·	·

Full records as entered above. Order of values: Rhodamine fluor, HADH2 inhib, Tau filament bind, CRE-bla Fsk, DNA Pol III inh, ERK AVP block, Luciferase inh, ALOX15 inhib, HBB splice mod, Hsp90 Hop PPI, Texas Red fluor
CCOC(=O)c1cccc(S(=O)(=O)N(CCO)Cc2cc3cc(OC)ccc3[nH]c2=O)c1 is listed as i, 24%, 7%, -1%, -4%, -28%, 1%, -5%, ·, -1%, i
O=C1c2cccnc2C(Nc2ccc(S(=O)(=O)N3CCCCCC3)cc2)N1Cc1ccccc1 (stereo not given) is listed as i, -2%, 7%, ?, 2%, -5%, -2%, -10%, -1.7%, -1%, i
C=C(C)c1cccc(C(C)(C)NC(=O)N2CCN(c3ncccn3)CC2)c1 is listed as i, 3%, 4%, 1%, -4%, -10%, 2%, 7%, -0.9%, -2%, i
c1cncc(CSc2ncnc3nc[nH]c23)c1 is listed as i, 10%[11.4 µM], 14%[11.4 µM], -2%[7.6 µM], -1%[11.4 µM], 0%[11.5 µM], 1%[11.4 µM], 10%[11.4 µM], 2.6%[9.22 µM], -2%[11 µM], i

Only part of the results is shown, so the mix of outcomes need not match the whole.
